# Screens: PubChem, National Center for Advancing Translational Sciences (NCATS)
# uPA generation – inhibitors of cell surface uPA generation. Potency, µM (highest dose often 38.3 µM), for inactives: top-dose activity change, negative = inhibition, hits mostly inhibitors. cell surface uPA generation assay, qHTS. AID 540303. hit rate 0.31% among 330,000; active means well fitted inhibition curve with a large enough effect; inconclusive means small, poorly fitted or top-dose-only effect; inactive means no such curve, though single readings can be large or run the other way; tested in mouse RAW 264.7 cells; further: potency means the concentration at half of the fitted maximal effect; on the % scale 0 is the no-effect control and ±100 the full control effect; nearly all actives have a fitted effect of over 55% in size
# Gal4-VP16 FLuc – counter-screen for ROR gamma inhibitors: Gal4-VP16 reporter. Drosophila S2 Gal4-VP16 UAS-luciferase, luminescence, 20 h. Potency, µM (titrated, usually from 53.6 µM), without a hit: at the top dose activity, negative = inhibition, hits mostly inhibitors. hit rate 3.5% among 310,000. AID 2546;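 further: Gal4-VP16 expression switched on by copper sulfate through the metallothionein promoter; potency means the concentration at half of the fitted maximal effect; on the % scale 0 is the no-effect control and ±100 the full control effect; nearly all actives have a fitted effect of over 50% in size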
# RORgamma inh – ROR gamma (mouse) transcription inhibition | Potency, µM (titrated, usually from 53.6 µM), for inactives: top-dose activity change, negative = inhibition, hits mostly inhibitors | hit rate 5.4% among 310,000 | P51450 | AID 2551 | Drosophila S2 Gal4-RORgamma UAS-luciferase reporter, 20 h; further: potency means the concentration at half of the fitted maximal effect; on the % scale 0 is the no-effect control and ±100 the full control effect; nearly all actives have a fitted effect of over 60% in size
# Target sequence (P51450 whole entry, looked up, the tested form may be a part): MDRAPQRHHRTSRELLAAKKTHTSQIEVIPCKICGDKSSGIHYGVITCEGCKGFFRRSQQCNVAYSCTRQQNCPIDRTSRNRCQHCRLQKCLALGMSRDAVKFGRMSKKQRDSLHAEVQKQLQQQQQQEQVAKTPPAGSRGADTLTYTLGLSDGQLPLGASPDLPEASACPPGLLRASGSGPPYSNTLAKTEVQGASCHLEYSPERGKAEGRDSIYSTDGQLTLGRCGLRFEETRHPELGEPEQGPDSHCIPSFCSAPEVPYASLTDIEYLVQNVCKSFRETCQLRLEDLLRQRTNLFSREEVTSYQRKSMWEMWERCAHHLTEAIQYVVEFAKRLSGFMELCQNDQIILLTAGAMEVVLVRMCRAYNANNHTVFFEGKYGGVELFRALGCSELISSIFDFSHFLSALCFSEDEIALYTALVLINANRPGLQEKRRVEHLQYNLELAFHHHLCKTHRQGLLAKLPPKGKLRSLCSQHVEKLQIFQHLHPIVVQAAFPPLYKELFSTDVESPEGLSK
#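 Drosophila Schneider cells stably carrying a metallothionein-driven Gal4 DBD–ROR gamma fusion and a UAS-Photinus luciferase reporter were exposed to compound for 1 hr, then induced with copper sulfate (700 uM final) for 20 hr at ambient temperature before luminescence reading.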
# Tb PFK block – T. brucei PFK enzyme inhibition | T. brucei PFK, ADP-Glo luminescence | Potency, µM (top dose mostly 57.5 µM), inactives show at the highest dose activity, negative = inhibition, most hits filed as inhibitors | hit rate 0.17% among 330,000 | AID 485367;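 further: potency means the concentration at half of the fitted maximal effect; 0% = uninhibited 1x PFK enzyme wells and -100% = no-enzyme wells; nearly all actives have a fitted effect of over 60% in size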
# Target sequence (O15648 whole entry, looked up): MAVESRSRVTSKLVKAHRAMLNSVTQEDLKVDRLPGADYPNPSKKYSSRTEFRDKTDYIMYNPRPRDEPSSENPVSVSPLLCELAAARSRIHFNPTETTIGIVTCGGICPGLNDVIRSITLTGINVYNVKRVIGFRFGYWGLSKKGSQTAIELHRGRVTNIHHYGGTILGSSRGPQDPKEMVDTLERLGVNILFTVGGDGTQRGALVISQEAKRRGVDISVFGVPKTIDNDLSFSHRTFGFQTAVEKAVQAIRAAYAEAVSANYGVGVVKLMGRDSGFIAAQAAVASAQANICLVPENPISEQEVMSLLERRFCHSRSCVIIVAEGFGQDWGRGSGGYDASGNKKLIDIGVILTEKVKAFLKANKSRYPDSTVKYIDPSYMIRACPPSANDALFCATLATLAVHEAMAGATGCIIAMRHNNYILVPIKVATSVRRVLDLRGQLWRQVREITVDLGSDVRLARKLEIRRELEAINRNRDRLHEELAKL
#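 PFK 1.25 nM, F6P 0.5 mM, ATP 0.1 mM, 0.1 M TEA pH 8.0, 5 mM MgCl2, 0.01% Tween20, 0.1% BSA; 45 min RT. ADP-Glo readout. qHTS titration up to 57 uM; curves fitted, compounds curve-classed.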
# NPC1 promoter act – activates the NPC1 promoter | Huh7 NPC1 promoter luciferase reporter, 24 h | Potency, µM (titrated, usually from 9.22 µM), for the others: at the top dose activation, usual class: activators | hit rate 2.4% among 320,000 | AID 485313;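 further: potency means the concentration at half of the fitted maximal effect; % of control where 0% means no effect; nearly all actives have a fitted effect of over 60% in size; reporter is driven by a mutant NPC1 promoter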
#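 Huh7 cells stably carrying NPC1 promoter–luciferase, plated in Opti-MEM with 10% FBS for 2 h, were exposed to compound in DMSO for 24 h at 37 °C; luciferase reagent was added for 10 min and luminescence read.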
# ELG1 genotox – inducers of genotoxicity in HEK293T ELG1-luciferase cells. hit rate 1.3% among 330,000. HEK293T ELG1-luciferase reporter, luminescence, 16 h. Potency, µM (doses to about 46 µM), without a hit: at the highest dose activity change, positive = activation, usual class: activators; further: potency means the concentration at half of the fitted maximal effect; % of control where 0% means no effect; nearly all actives have a fitted effect of over 60% in size
#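 Luminescence read-out: rising ELG1-luciferase signal, reflecting elevated ELG1 protein under genetic stress, flags genotoxic compounds. Cells were treated for 16 hr at 37 °C before ONE-Glo detection.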
# FLuc modulator – inhibits or activates purified firefly luciferase, miR-21 counter-screen; P08659; purified FLuc, Km substrates, luminescence inhibition; Potency, µM (doses to about 57.5 µM), for inactives: at the top dose activity change, negative = inhibition, usual class: inhibitors; hit rate 6.9% among 360,000; AID 588342;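 further: potency means the concentration at half of the fitted maximal effect; plate controls were vehicle for no effect and reference inhibitor for full effect; nearly all actives have a fitted effect of over 55% in size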
#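 Purified P. pyralis luciferase (10nM final) with 10uM D-luciferin and 10uM ATP (Km levels) in 50mM Tris acetate pH 7.5, 10mM Mg acetate, 0.01% Tween-20, 0.05% BSA; qHTS 6-point titration, ~60 µM downward; luminescence read.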
# Giardia killer – kills Giardia lamblia; Giardia lamblia trophozoite viability; activity change, % at 7.66 µM, hits read low; hit rate 0.15% among 340,000; in the data active means activity change below about -80%; inconclusive means between about -30% and that limit;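 further: parasites exposed to compound for two days anaerobically before the ATP read; on the % scale 0 is the no-effect control and ±100 the full control effect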
#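 Anaerobic 48 hrs incubation at 37 deg C of 100 trophozoites/well with test compounds; ATPLite 1-Step luminescence, 15-30 min RT, reports cellular ATP as viability.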
# KCNH2 3.1 block – KCNH2 3.1 (human) potassium channel inhibition | U2OS KCNH2 3.1, thallium flux FluxOr; stronger effect = lower value | activity change, % (tested at about 1.8 µM) | hit rate 0.95% among 340,000 | AID 720553;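 active means maximum activity change below -70%; inconclusive means maximum activity change from -70% to -50%; inactive means maximum activity change above -50%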;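 further: thallium influx rate constant from kinetic fluorescence after stimulation buffer; on the % scale 0 is the no-effect control and ±100 the full control effect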
#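 Measured as rate of thallium-driven FluxOr signal in transduced U2OS cells carrying the 3.1 channel, read kinetically for 2 min upon stimulation; values are rate constants scaled to DMSO control wells.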
# Rab9 promoter act – Rab9 promoter activation | Huh7 Rab9 promoter-luciferase reporter, luminescence, 24 h | Potency, µM (top dose mostly 9.22 µM), for inactives: top-dose activation, negative = inhibition, actives largely listed as activators | hit rate 2.8% among 320,000 | AID 485297; further: potency means the concentration at half of the fitted maximal effect; % of control where 0% means no effect; nearly all actives have a fitted effect of over 60% in size
#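 Huh7 cells stably carrying a Rab9 promoter-luciferase reporter, 1500 cells per well in OP-MEM I with 10% FBS, treated with compound 24 hours at 37C. Luciferase activity read by luminescence after 10 minutes with Amplite reagent.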
# Coupling enz – counter-screen for Giardia aldolase inhibitors: coupling enzyme system. coupling enzyme system counterscreen, AmpLite Red fluorescence. activity change, negative = inhibition, % at 58.2 µM, hits read low. hit rate 0.67% among 290,000. AID 2472; in the data active means activity change below about -30%; further: on the % scale 0 is the no-effect control and ±100 the full control effect
#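 Coupling enzymes only (glyceraldehyde-3-phosphate) + compound, at 57.5 uM final, 10 min RT; add substrate/coupling/AmpLite Red mix, 20 min RT; fluorescence ex 525/em 598 nm. Actives flag coupling-system interference.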
# * hit, by the source's call; ? = inconclusive; . = not tested or not shown; & = joins results of further samples; [ ] = another dose, or the depositor's remark. Unless noted, the call rests on the fitted dose curve; in most records, active means well fitted curve in the direction sought with a large enough effect; inconclusive means small, poorly fitted or top-dose-only effect, or another doubt; inactive means no such curve, though single readings can be large; an effect the other way counts as inactive or inconclusive.
SMILES,uPA generation,Gal4-VP16 FLuc,RORgamma inh,Tb PFK block,NPC1 promoter act,ELG1 genotox,FLuc modulator,Giardia killer,KCNH2 3.1 block,Rab9 promoter act,Coupling enz
O=C(Nc1ccc(Br)cn1)c1cccc(-c2cc3ccccc3oc2=O)c1,5%,-23%,3%,0%,1.8µM*,?,12µM*,8,-22,4µM*,0
CCN1CC(CN(C)Cc2cn(-c3cccc(C)c3)nc2-c2cccc(F)c2)CC1=O (stereo not given),-8%,-10%,26%,1%,-3%,-7%,?,-3,3,-3%,2
COc1ccc(NC2=CC(=O)CC(C)(C)C2)cc1OC,-2%,2%,26%,1%,-3%,-1%,1%,-6,11,3%,-11
CCOc1ccccc1NC(=O)CSc1nc(=O)n(CCCN2CCOCC2)c2c1CCCC2,-5%,.,.,1%,-1%,1%,3%,5,-12,0%,.
CC(=O)Nc1cccc(Nc2nc(-c3cccs3)nc3ccccc23)c1,-7%,-13%,7%,1%,1%,-8%,24µM*,?,3,0%,2
C/C(=N\OCC(=O)OCC(=O)NCc1ccccc1)c1ccc2c(c1)OCO2,1%,.,.,-1%,-3%,0%,1%,4,8,-4%,.
Cc1cc(NC(=O)CSc2nc(=O)n3cc(Cl)ccc3n2)no1,-8%,.,.,0%,1%,1%,-9%,8,-6,0%,.
CCCCOC(=O)CCN1C(=O)/C(=C2\SC(=S)N(CCC(=O)OCCCC)C2=O)SC1=S,2%,-12%,-19%,0%,0%,1%,10%,40[activator],3,0%,0
CCC(C)(C)n1nnnc1C(c1ccc(C)cc1)N1CCC(C)CC1 (stereo not given),3%,?,-33%,1%,-2%,-2%,2%,14,-2,-12%,3
O=C(Nc1ccccc1)N1CCC(C(=O)N2CCN(Cc3ccccc3)CC2)CC1,-1%,.,.,-4%,3%,1%,-1%,0,10,8%,.
CCn1cc2nc(SCC(=O)Nc3ccccc3F)n(Cc3ccccc3)c(=O)c2n1,5%,-10%,12%,-6%,1%,-2%,0%,7,-10,1%,.
NC(=O)c1ccccc1NC(=O)Nc1cccc2ccccc12,-10%,?,13%,?,0%,-7%,-5%,-6,-6,-2%,0
O=C1[C@H]2CCC=C[C@H]2[C@H](c2cccc(Br)c2)N1Cc1ccccc1,-21%,-3%,-27%,0%,.,-3%,.,11,6,.,5
CC(C(=O)N1CCCc2ccccc21)N1C(=O)c2ccccc2C1=O (stereo not given),6%,-3%,-26%,-1%,-3%,2%,4%,4,4,-5%,-1
O=S(=O)(NCCc1ccncc1)c1ccc(F)cc1,-6%,-3%,11%,0%,-1%,2%,-2%,3,12,-1%,0
O=C(c1cccc(NS(=O)(=O)c2cccc([N+](=O)[O-])c2)c1)N1CCOCC1,-2%,5%,-27%,3%,2%,-5%,-3%,-1,-18,-4%,3
O=C1CCCC2=C1C(c1c(Cl)nc3sccn13)C1=C(CCCC1=O)N2,.,9%,36%,0%,-3%,3%,4%,.,.,10%,2
CCCCn1nc(C(=O)N(C)C2CCCCC2)c2ccccc2c1=O,4%,.,.,2%,-1%,0%,0%,6,3,-2%,.
CC(=O)c1c(OC(=O)c2cccc(Cl)c2)c2ccccc2n1C,-3%,0%,-1%,1%,0%,-1%,0%,22,2,9%,0
Cc1ccc(-n2ncc3c2CC(C)(C)CC3NC(=O)CCc2c(C)noc2C)cc1 (stereo not given),-14%,14%,3%,-6%,1%,-4%,5%,14,6,-1%,.
COc1ccccc1NC(=O)CSc1nnc(C)o1,1%,1%,0%,0%,-4%,2%,5%,-1,-16,0%,0
COc1ccc(C(=O)NC2CC3CCCC(C2)N3Cc2ccccc2)cc1OC (stereo not given),7%,-10%,8%[1.91 µM],-2%,-3%,-3%,5%,-11,16,1%,4
O=C(Nc1ccccc1)c1ccc(Nc2c([N+](=O)[O-])cc([N+](=O)[O-])c3ccccc23)cc1,-8%,2%,14%,0%,-5%,-9%,5%,-5,-12,-10%,1
COc1ccc(S(=O)(=O)NCC2CCCN(C(=O)c3occc3C)C2)cc1 (stereo not given),5%,-6%,42%,0%,-4%,-5%,-2%,6,4,-12%,3
O=C(Cc1ccccc1[N+](=O)[O-])N1CCc2ccccc2C1,1%,3%,9%,1%,24%,9%,-17%,3,-7,?,0
CCOC(=O)C1CCN(CC(O)COCc2cccs2)CC1 (stereo not given),-1%,-1%,1%,0%,-7%,2%,-1%,-12,4,-3%,0
Cc1cc(OC(=O)c2cccc(Cl)c2)c([N+](=O)[O-])c(=O)[nH]1,-7%,-29%,-30%,0%,11%,0%,2%,1,-7,0%,.
CN(C)c1ccc(/C=N/N(CCC#N)C2=NS(=O)(=O)c3ccccc32)cc1,-2%,4%,25%,0%,2%,0%,2%,1,1,0%,3
CCCC[C@@H]1C[C@H]1[C@@H](NC(=O)c1cccs1)c1ccc(Cl)cc1,6%,-21%,?,10%,-6%,-2%,0%,17,-6,-1%,2
O=C(/C=C/c1ccc(S(=O)(=O)NCc2ccco2)cc1)N1CCN(c2ccccc2)CC1,-10%,-11%,-8%,-9%,-5%,-12%,-3%,7,3,-14%,0
CNC(=S)N/N=C/c1c(C)cccc1Cl,0%,4µM*,2.2µM*,-4%,-3%,7%,5%,0,-2,-4%,0
Cc1c(N=C2NC(=O)/C(=C/c3cccc([N+](=O)[O-])c3)S2)c(=O)n(-c2ccccc2)n1C,.,-4%,-9%,0%,-2%,10%,6%,.,.,-2%,1
CCOC(=O)c1ccc(NC(=O)C(=O)NCc2ccco2)cc1,2%,5%,-19%,1%,9%,?,-13%&4%,-7,22,21%,5
Cc1cc(C)n2c(C)nnc2c1,-7%,-2%,6%,8%,-2%,0%,-1%,7,13,2%,2
CCn1nc(C)c(CN2CCN(Cc3ccc(OC)c(C)c3C)C(CCO)C2)c1C (stereo not given),-11%,6%,9%,-2%,-2%,-6%,5%,6,.,-1%,1
CS(=O)(=O)N1CCCC(C(=O)Nc2ccccc2F)C1 (stereo not given),4%,3%,4%,2%,-3%,3%,-2%,-6,4,4%,1

# By substructure, the entries above with fluorine.
SMILES,uPA generation,Gal4-VP16 FLuc,RORgamma inh,Tb PFK block,NPC1 promoter act,ELG1 genotox,FLuc modulator,Giardia killer,KCNH2 3.1 block,Rab9 promoter act,Coupling enz
CCN1CC(CN(C)Cc2cn(-c3cccc(C)c3)nc2-c2cccc(F)c2)CC1=O (stereo not given),-8%,-10%,26%,1%,-3%,-7%,?,-3,3,-3%,2
CCn1cc2nc(SCC(=O)Nc3ccccc3F)n(Cc3ccccc3)c(=O)c2n1,5%,-10%,12%,-6%,1%,-2%,0%,7,-10,1%,.
O=S(=O)(NCCc1ccncc1)c1ccc(F)cc1,-6%,-3%,11%,0%,-1%,2%,-2%,3,12,-1%,0
CS(=O)(=O)N1CCCC(C(=O)Nc2ccccc2F)C1 (stereo not given),4%,3%,4%,2%,-3%,3%,-2%,-6,4,4%,1

# Other structures follow:
SMILES,uPA generation,Gal4-VP16 FLuc,RORgamma inh,Tb PFK block,NPC1 promoter act,ELG1 genotox,FLuc modulator,Giardia killer,KCNH2 3.1 block,Rab9 promoter act,Coupling enz
CCOc1ccc(Br)cc1S(=O)(=O)Nc1ccc(C(=O)Nc2ccc(C)cc2)cc1,-11%,18%,37%,1%,-3%,-1%,0%,9,-8,-2%,0
CCOC(=O)c1c(S(=O)(=O)NCc2ccco2)c(C)n(C)c1C,-2%,4%,-8%,0%,1%,0%,3%,11,11,0%,1
CC(=O)Nc1ccc(S(=O)(=O)NCC2CCC(C(=O)N3CCN(c4ccccn4)CC3)CC2)cc1 (stereo not given),6%,0%,1%,-7%,-1%,-3%,4%,7,-8,2%,3
COC(=O)C1=C(C)NC(=O)CC1c1cc2c(cc1Br)OCO2 (stereo not given),-6%,-7%,13%,-6%,1%,4%,-4%,-7,-3,-4%,0

# As entered above:
# uPA generation with CCOC(=O)c1c(S(=O)(=O)NCc2ccco2)c(C)n(C)c1C = -2%
# FLuc modulator with COC(=O)C1=C(C)NC(=O)CC1c1cc2c(cc1Br)OCO2 (stereo not given) = -4%
# uPA generation with CC(=O)Nc1ccc(S(=O)(=O)NCC2CCC(C(=O)N3CCN(c4ccccn4)CC3)CC2)cc1 (stereo not given) = 6%

# Outcome played no part in choosing rows, and some 14% of all compounds hit somewhere here.
